Cav32 inh = human Cav3.2 channel inhibition, primary screen; O95180; Cav3.2-expressing cells, Fluo-4 calcium fluorescence FDSS; active compounds read low; B-score at 10 µM; 4% of 100,000 active; AID 449739;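 active = single-dose well whose peak fluorescence ratio is a statistical outlier from its plate by either plate-standardised score or position-corrected B-score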
* = called active by the depositor; & = joins results of further samples. An excerpt. The share of hits here may be higher or lower than overall.

Cav32 inh	SMILES
-1.3	O=C(O)c1ccc(-n2nc(C(F)(F)F)c3c2CCCC3)cc1
1.1	CC(=O)c1cccc(-n2nnnc2SCC(=O)N2CCCC2)c1
0.92	Cc1c(OCc2ccc(C(=O)O)o2)ccc2c3c(c(=O)oc12)CCC3
-0.11	O=C(c1ccccc1NS(=O)(=O)c1cccs1)N1CCOCC1
-0.33	CCN(CC)S(=O)(=O)c1ccc(NC(=O)CC(NC(C)=O)c2ccccc2)cc1 (stereo not given)
0.54	N#Cc1nc(N2CCOCC2)nc(N2CCOCC2)n1
-5.2*	CCC1Oc2ccc(C)cc2N(CC(=O)NCC2COc3ccccc3O2)C1=O (stereo not given)
0.51	O=C(c1ccc(C(=O)N2CCCCCC2)cc1)N1CCCCCC1
0.25	O=C(O)C1C2C=CC3(CN(c4cccc(C(F)(F)F)c4)C(=O)C13)O2 (stereo not given)
0.69	CC(C)NC(=O)c1ccc(OC2CSC2)cc1
0.39	O=C(Nc1nnc(-c2ccccc2)o1)C1CCCCC1
0.067	Cc1nc2ccc(C(=O)O)cc2[nH]1

Other entries follow.
Cav32 inh	SMILES
-0.21	COc1ccc(CN(C)CCc2ccccn2)c(OC)c1OC
0.96	CCN1C(=O)CC(N2CCN(c3ccc(C(=O)c4ccncc4)cc3)CC2)C1=O (stereo not given)
-0.12	NNC(=O)CCc1c[nH]c2ccccc12
0.57	Cc1ccc(S(=O)(=O)N(C)CC(=O)N2CCN(c3ccccn3)CC2)cc1
0.039	CCCCCCC(=O)Nc1ccc(C(=O)N2CCCC2)cc1
-2.3	O=C(OC1CCN(c2ncc(C(F)(F)F)cc2Cl)CC1)c1cccc(C(F)(F)F)c1
0.47	CCC1CCCCN1C(=O)CSc1nnc(-c2ccc(OC)cc2)o1 (stereo not given)
-3.2	Cc1ccccc1Nc1nc(CSc2nnnn2-c2ccccc2)cs1
1.6	CC(=O)c1ccc(Oc2ncnc3sccc23)c(CN2CCOCC2)c1
0.15	CCO[C@@H]1OC(C(=O)N2CCOCC2)=C[C@H](C2CCCCC2)[C@H]1CCCO
-0.038	Fc1ccc(F)c(CN2CCN(c3ncccn3)CC2)c1
-0.37	Cc1cc(NCc2ccccc2)nc(N2CCOCC2)n1

(further entries)
Cav32 inh	SMILES
-0.99	Cc1nn(-c2ccccc2)c(=S)n1-c1ccccc1
0.24	COCCNC(=O)CSCc1c(F)cccc1Cl
-0.096	FC(F)(F)C12CC(c3ccccc3)=NCCN1CCN2 (stereo not given)
-0.14	Cc1ccc(Cc2cnc(NC(=O)c3ccco3)s2)cc1
-8.2*	COc1cccc(CNc2cc(CSc3ccc(Cl)cc3)nc(C)n2)c1
-0.96	COc1ccc(-c2coc3cc4oc(=O)cc(C)c4cc23)cc1F
-1.6	Cc1cc(Cl)ccc1NC(=O)NC1CCN(S(=O)(=O)c2ccc(F)cc2)CC1
1.1	O=C(N/N=C/c1ccncc1)/C(=C/c1ccccc1)NC(=O)c1ccccc1
0.37	O=S(=O)(c1ccccc1S(=O)(=O)N1CCCCC1)N1CCCCC1
0.97	COCCNC(=O)c1onc(CSc2cccc(OC)c2)c1C(=O)O
1.7	O=C(O)c1cc(-c2ccccc2)c(N2CCOCC2)s1
-0.77	OC1(C#Cc2c(-c3ccsc3)oc3ccc(N4CCOCC4)cc23)CCCCC1

Continuation:
Cav32 inh	SMILES
0.31	CC(=O)Nc1ccccc1N(C)S(=O)(=O)c1ccc(C)cc1
0.82	CCCOc1ccc(C(=O)N2CCCc3ccccc32)cc1
-0.4	CCOC(=O)Nc1ccc2c(c1)nc(CN1CCN(C(C)=O)CC1)n2C
2.4	CCN(CC)c1nc(-c2nn[nH]n2)nc(N(CC)CC)n1
0.11	Cc1nn(-c2ccccc2)c2c1C1(C(=O)N(C)c3ccccc31)N(c1ccccc1)C(=O)N2 (stereo not given)
-0.056	CC(C)n1nnnc1-c1cc(Cl)cc(Cl)c1
0.24	COc1cccc(-n2c(SCC(=O)N3CCc4ccccc43)nnc2-c2c[nH]c3ccccc23)c1
-0.16	OC(COc1ccccc1)Cn1cc(Br)cn1 (stereo not given)
0.69	COc1cccc(NC(=O)C(NCC(C)(C)CN(C)C)c2ccccc2)c1 (stereo not given)
0.0054	O=C1CN=C(Nc2ccccc2Cl)N1Cc1ccc2c(c1)OCO2
-0.38	CCN1C(=O)N(CC)C2NC(=S)NC21 (stereo not given)
0.36	CC1(C(=O)O)CCC(C(=O)NC2CCCCCC2)C1(C)C (stereo not given)

(listing goes on)
Cav32 inh	SMILES
-0.99	CCC(C(=O)NC1CCCC1)N(C(=O)Cn1nnc(-c2cccs2)n1)c1cnc2ccccc2c1 (stereo not given)
-0.088	CCN(CC)CCCNC(=O)C1c2ccccc2C(=O)N(C)C1c1ccc(OC)cc1 (stereo not given)
0.85	COC(C/C=C/[C@@H](O)[C@H](C)OCc1ccccc1)OC
-1.3	O=C(Nc1cnn(Cc2ccc(F)cc2)c1)c1cc(-c2cccs2)on1
0.82	CCC(NC(=S)NCc1ccccc1)C(=O)O (stereo not given)
0.33	CCOc1c2ccc(C(=O)NCc3ccc4c(c3)OCO4)cc2nn1C
0.41	COc1ccc(Br)cc1S(=O)(=O)n1ccnc1C
0.12	Cc1n[nH]c(C)c1S(=O)(=O)N1CCCC(C(=O)NC2CCCc3ccccc32)C1 (stereo not given)
-0.32	CCN(CC)C(=O)Cn1cnc2sc(C(=O)Nc3cc(OC)c(OC)c(OC)c3)c(C)c2c1=O
0.18	C=CCn1c(SCC(=O)Nc2ccccc2)nnc1-c1cccc(S(=O)(=O)N2CCOCC2)c1
-1.4	O=C(c1ccc(S(=O)(=O)N2CCOCC2)cc1)N(c1ccccc1)C1C=CS(=O)(=O)C1 (stereo not given)
-5.2*	CC1(C)Cc2c(sc3c2c(=N)n(Cc2ccco2)c(=O)n3CC(=O)Nc2cccc(Cl)c2)CO1

Further results:
Cav32 inh	SMILES
-0.029	CCCCn1nc2cc(C(=O)NCc3ccco3)ccc2c1OCC
0.11&0.12	O=C(NC1CCC(C(=O)O)CC1)OCc1ccccc1 (stereo not given)
-2.8	Cc1csc(SCC(=O)Nc2cc(C(C)(C)C)nn2-c2ccccc2)n1
0.56	CCOC(=O)c1csc(NC(=O)CSc2nnnn2-c2ccc3c(c2)OCCO3)n1
-1.2	O=C(O)c1ccc(SCc2cnc(Cl)s2)cc1
2.9	COc1cc(C(=O)NCCc2cn3ccc(C)cc3n2)cc(OC)c1OC
-2.4	COc1cccc(CNc2ccc(F)c(Cl)c2)c1OC
-0.13	CN1CCN(C(CNS(=O)(=O)c2cccs2)c2cccnc2)CC1 (stereo not given)
0.41	O=C(c1cc(F)c(F)cc1Cl)N1CCCCC1
0.41	Cn1c(=O)n(Cc2ccccc2)c(=O)c2c1nc1n2CCS1
-0.98	Cc1occc1C(=O)NCCCc1ccccc1
0.84	N#Cc1ccc(Oc2cccc(C(=O)O)c2)cc1C#N

(next part)
Cav32 inh	SMILES
-0.62	COc1ccc(F)cc1CN1CCN(C(=O)CCC(=O)Nc2nnc(C(C)C)s2)CC1
-0.23	O=C(Nc1cccc2nsnc12)c1ccc(-c2cccc(Cl)c2)o1
1.2	Cc1cccc(N=Nc2c(N)n[nH]c2-c2ccc(Cl)cc2)c1
0.098	COc1ccc(NC(=O)CCC2CCCC2)cc1OC
0.36	Cc1nn(-c2ccccc2)c2sc(-c3nnc(SCC(=O)O)o3)cc12
-0.17	COC(=O)c1ccc(NC(=O)C2C3CCC(C3)C2C(=O)O)cc1 (stereo not given)
0.88	C/C(=C\C(=O)c1ccccc1)Nc1ccc(O)cc1
0.36	CCOc1ccc(C(=O)Nc2ccc3c(c2)OCCO3)cc1OC
-0.11	Nc1nc(N2CCOCC2)nc2ccccc12
0.43	COc1ccccc1NC(=O)Cn1cc(C#N)c2ccccc21
1.3	CC(C)(C)OC(=O)N1CCOCCOCCN(C(=O)OC(C)(C)C)CCOCCOCC1
-0.072	COc1ccc(C(=O)N2CCN=C2SCc2cccnc2)c(OC)c1

Going on with the list:
Cav32 inh	SMILES
0.97	CCOC(=O)N1CCN(C(=O)c2cnc3n(c2=O)CCS3)CC1
0.95	CCNC(=O)c1ccc(C2SCC(=O)N2Cc2ccco2)cc1 (stereo not given)
-0.49	COc1ccc(Cc2nn[nH]n2)cc1
2	Cc1[nH]c2ccc(C(=O)O)cc2c1C
0.67	Cc1cc(C)cc(NC(=O)N2CCCC2C(=O)Nc2ccc(-n3cnnn3)cc2)c1 (stereo not given)
0.2	CC1(C)CC(=O)C2=C(C1)N(Cc1cccnc1)C(=O)C2(NC(=O)C1CC1)C(F)(F)F (stereo not given)
1.4	CCCCn1c(NC(C)CC)nc2c1c(=O)[nH]c(=O)n2C (stereo not given)
1.4	Cc1c(C(=O)NCc2cccnc2)oc2ccc(S(=O)(=O)N3CCC4(CC3)OCCO4)cc12
0.72	Cc1nn(CC(=O)Nc2ccc3c(c2)nc(CN2CCCCC2)n3C)c(=O)c2ccccc12
1.6	COC(=O)C1=C(N)Oc2cc(C)n(Cc3cccnc3)c(=O)c2C1c1cc(OC)ccc1OC (stereo not given)
0.18	CC(=O)NCC(=O)OCN1C(=O)c2ccccc2C1=O
-4.2*	Cc1cccc(NC(=O)Cn2c(=O)n(Cc3ccco3)c(=N)c3c4c(sc32)COC(C)(C)C4)c1

Additional structures:
Cav32 inh	SMILES
-0.36	Cc1oc(-c2cccs2)nc1CS(=O)CC(=O)NC1CCCCCC1 (stereo not given)
-0.61	CCn1c(CCn2ccnc2C)n[nH]c1=S
0.016	C=C(C)CSc1nc2nc(C)cc(C)n2n1
0.92	CC(=O)c1cccc(OCCN2C(=O)NC(C)(C)C2=O)c1
0.042	COc1ccccc1C1N(c2ccc(Cl)cc2)C(=O)C2CCCN21 (stereo not given)
-0.89	CC1CCCN(S(=O)(=O)c2ccc(NC(=O)Cn3nnc(-c4ccccc4F)n3)cc2)C1 (stereo not given)
-0.52	CCOC(=O)NCC(C)(C)CNC(=O)OCC
1.2	CCCn1c(SCC(=O)Nc2nnc(CC)s2)nnc1-c1ccco1
-0.16	COc1ccc(Cn2nnnc2CN2CCC(c3nc4ccccc4s3)CC2)cc1
-2.1	Cc1ccc(OCCn2c(=O)sc3ccccc32)cc1
0.94	CN(CCNC(=O)c1cc2c(=O)n(C)c3ccccc3c2n1C)Cc1ccccc1
-1.1	O=C(NNC(=O)c1cc(-c2ccccc2)nc2ccccc12)Nc1cccc(Cl)c1

5 compounds out of the list above, arranged by the number in Cav32 inh, rising:
Compound | Cav32 inh
Cc1ccc(OCCn2c(=O)sc3ccccc32)cc1 | -2.1
O=C(NNC(=O)c1cc(-c2ccccc2)nc2ccccc12)Nc1cccc(Cl)c1 | -1.1
CCn1c(CCn2ccnc2C)n[nH]c1=S | -0.61
COc1ccc(Cn2nnnc2CN2CCC(c3nc4ccccc4s3)CC2)cc1 | -0.16
COc1ccccc1C1N(c2ccc(Cl)cc2)C(=O)C2CCCN21 (stereo not given) | 0.042

Continued.
Cav32 inh	SMILES
-0.15	COc1ccc(-c2nc(C)c(C(C)=O)n2O)cc1OC
0.15	O=C(COC(=O)c1cccnc1SCC(=O)NCc1ccccc1)NCc1ccccc1
-0.32	COc1ccc(/C=C/C(=O)Oc2cccc(/C=N/NC(=O)COc3c(C)cccc3C)c2)cc1
-0.095	CCn1ncc(Br)c1C(=O)Nc1sc2c(c1C(N)=O)CCC2
-0.19	COC(=O)c1nn(-c2ccc(OC)cc2)c(=O)cc1Oc1cccc(Cl)c1
1	COCCN(CCOC)S(=O)(=O)c1ccc(C(=O)Nc2nc(C)c(C(C)=O)s2)cc1
0.41	COc1ccc(C2C(C#N)=C(N)OC(C(C)(C)C)=C2C#N)cc1OC (stereo not given)
-0.18	O=C(/C=C/N1CCOCC1)c1cc2ccccc2o1
0.065	c1cncc(Oc2cccc(Oc3cccnc3)c2)c1
0.79	CCOC(=O)CNc1nc(-c2ccncc2)nc2ccccc12
0.16	COc1cccc(-n2c(C)c(C(C)=O)c(C(C)=O)c2C)c1
0.014	Cc1cccc(-c2noc(CCCC(=O)Nc3ccc(C(N)=O)cc3)n2)c1

The list continues:
Cav32 inh	SMILES
0.39	CC1C(=O)Nc2ccccc2N1C(=O)C1CC1 (stereo not given)
-1	CCOC(=O)c1ccc(CC(=O)c2ccc(O)cc2O)o1
-0.32	NC(CO)C(O)c1ccc([N+](=O)[O-])cc1 (stereo not given)
-0.021	Cc1ccc(C(c2sc3nc(C)nn3c2O)N2CC(C)OC(C)C2)cc1 (stereo not given)
2.1	CC(=O)c1nnn(-c2nc(N)nc(N(c3ccccc3)c3ccccc3)n2)c1C
0.53	COc1ccc(-c2cc(=O)c3c(OC)c(OC)c(OC)c(OC)c3o2)cc1OC
-1.8	O=C(NCc1cccc(Br)c1)c1cc(-c2ccccc2)nn1CC1CC(c2cccc([N+](=O)[O-])c2)=NO1 (stereo not given)
-0.27	COCOc1ccc(C2CC(=O)c3c(OCOC)cc(OCOC)cc3O2)cc1 (stereo not given)
-0.33	CCc1nc(SCC(=O)Nc2c(C)n(C)n(-c3ccccc3)c2=O)n[nH]1
-0.84	COc1ccc(-c2noc3c2-c2nc(-c4ccccc4Cl)sc2CC3)cc1
0.2	O=C(c1cc(-c2ccccn2)nc2c(Cl)cccc12)N1CCN(C(=O)C2CCCO2)CC1 (stereo not given)
-0.78	O=C(Nc1nc2c(s1)CCCC2)c1cccs1
0.76	Cc1nc(SCC(N)=O)[nH]c(=O)c1CCC(C)C
-0.013	O=C(CCNc1ccc(F)cc1)c1ccco1

Some of these compounds in order of heavy-atom count, falling:
Cav32 inh	SMILES
-1.8	O=C(NCc1cccc(Br)c1)c1cc(-c2ccccc2)nn1CC1CC(c2cccc([N+](=O)[O-])c2)=NO1 (stereo not given)
0.2	O=C(c1cc(-c2ccccn2)nc2c(Cl)cccc12)N1CCN(C(=O)C2CCCO2)CC1 (stereo not given)
2.1	CC(=O)c1nnn(-c2nc(N)nc(N(c3ccccc3)c3ccccc3)n2)c1C
-0.84	COc1ccc(-c2noc3c2-c2nc(-c4ccccc4Cl)sc2CC3)cc1
-0.021	Cc1ccc(C(c2sc3nc(C)nn3c2O)N2CC(C)OC(C)C2)cc1 (stereo not given)
0.79	CCOC(=O)CNc1nc(-c2ccncc2)nc2ccccc12
0.16	COc1cccc(-n2c(C)c(C(C)=O)c(C(C)=O)c2C)c1
0.065	c1cncc(Oc2cccc(Oc3cccnc3)c2)c1
-0.18	O=C(/C=C/N1CCOCC1)c1cc2ccccc2o1
0.76	Cc1nc(SCC(N)=O)[nH]c(=O)c1CCC(C)C
-0.013	O=C(CCNc1ccc(F)cc1)c1ccco1
-0.32	NC(CO)C(O)c1ccc([N+](=O)[O-])cc1 (stereo not given)
